# Compound activity deposited in PubChem BioAssay by Sanford-Burnham Center for Chemical Genomics.
# MPTP block = mitochondrial permeability transition pore inhibitors, primary screen, biochemical, isolated mouse mitochondria, absorbance | Ca2+ swelling absorbance, 30 min | inhibition, % at 10 µM | 360,000 tested, 1.4% active | AID 602449, 2012;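 active = inhibition of 50% or more, scaled per plate between neutral and stimulator controls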;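 also: 0% = DMSO wells given calcium and 100% = 1 mM EGTA wells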
# APOBEC3A inh = APOBEC3A ssDNA deaminase inhibitors, primary screen, selectivity assay for APOBEC3G inhibitor project, biochemical, FAM/TAMRA oligo cleavage fluorescence; AID 493011, 2011; DNA dC->dU-editing enzyme APOBEC-3A (Homo sapiens), P31941; inhibition, % at 20 µM; 330,000 tested, 0.41% active; recombinant A3A, FAM/TAMRA ssDNA deamination fluorescence;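 active = at least 40% inhibition at 20 µM here, with at most 30% in a related deaminase screen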;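 also: plate controls were A3A with DMSO for no effect and wells lacking A3A enzyme for full effect; some results filed as inactive read as strong as hits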
# hIAP act = human IAP activators, primary screen, biochemical, luminescence, uHTS. purified human IAP, CDP-Star luminescence, 30 min; active compounds read high; 1 = vehicle-only enzyme, 0 = enzyme-free background. activation factor at 10 µM. 330,000 tested, 0.16% active;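 active = activation factor of the enzyme at least 2-fold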; also: the source names both 10 and 20 µM as test concentration; values of inactives mirror those of a sister screen read the other way
# Target sequence (P09923 whole entry, looked up): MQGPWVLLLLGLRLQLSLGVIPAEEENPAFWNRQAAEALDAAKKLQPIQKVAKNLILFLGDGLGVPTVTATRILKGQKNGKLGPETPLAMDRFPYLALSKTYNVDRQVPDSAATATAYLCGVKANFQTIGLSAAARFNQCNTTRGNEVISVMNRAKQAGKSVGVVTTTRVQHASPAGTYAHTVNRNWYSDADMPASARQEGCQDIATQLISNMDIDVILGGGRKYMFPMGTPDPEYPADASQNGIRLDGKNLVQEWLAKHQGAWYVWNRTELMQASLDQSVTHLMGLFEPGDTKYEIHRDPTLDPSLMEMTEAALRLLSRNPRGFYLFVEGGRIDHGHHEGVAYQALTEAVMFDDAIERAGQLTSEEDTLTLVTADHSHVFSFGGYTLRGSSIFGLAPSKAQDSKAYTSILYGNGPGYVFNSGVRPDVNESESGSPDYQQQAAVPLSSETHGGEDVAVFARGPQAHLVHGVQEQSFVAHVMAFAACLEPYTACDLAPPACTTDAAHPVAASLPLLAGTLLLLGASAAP
# mIAP act = activators of mouse IAP, primary screen, biochemical, luminescence, uHTS. activation factor at 10 µM. AID 2805, 2010. intestinal alkaline phosphatase [Mus musculus]. 330,000 tested, 0.24% active. muIAP, CDP-Star luminescence, 30 min; active compounds read high; 1 = vehicle-only enzyme signal, 0 = enzyme-free wells;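 active = activation factor of at least 2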; also: the source names both 10 and 20 µM as test concentration; values of inactives mirror those of a sister screen read the other way
#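 Assay system: mouse IAP enzyme; reagent: chemiluminescent substrate CDP-Star; dosing: test compounds delivered from DMSO solution; schedule: 30 min at room temperature; measured by: luminescence from enzymatic CDP-Star hydrolysis; controls: DMSO-only wells and no-enzyme negative control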
# A3G deaminase = APOBEC3G DNA deaminase inhibitors, primary screen, biochemical, fluorescence, single-stranded DNA substrate, uHTS. recombinant A3G, ssDNA deamination FAM/TAMRA fluorescence. inhibition, % at 20 µM. DNA dC->dU-editing enzyme APOBEC-3G (Homo sapiens), Q9HC16. AID 493012, 2011. 330,000 tested, 0.28% active;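 active = inhibition of at least 40% at 20 µM, with no more than 30% in the related APOBEC3A deaminase screen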;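 also: plate controls were DMSO wells with A3G for no effect and wells lacking A3G enzyme for full effect; some compounds called inactive have numbers as strong as hits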
# Target sequence (Q9HC16 whole entry, looked up): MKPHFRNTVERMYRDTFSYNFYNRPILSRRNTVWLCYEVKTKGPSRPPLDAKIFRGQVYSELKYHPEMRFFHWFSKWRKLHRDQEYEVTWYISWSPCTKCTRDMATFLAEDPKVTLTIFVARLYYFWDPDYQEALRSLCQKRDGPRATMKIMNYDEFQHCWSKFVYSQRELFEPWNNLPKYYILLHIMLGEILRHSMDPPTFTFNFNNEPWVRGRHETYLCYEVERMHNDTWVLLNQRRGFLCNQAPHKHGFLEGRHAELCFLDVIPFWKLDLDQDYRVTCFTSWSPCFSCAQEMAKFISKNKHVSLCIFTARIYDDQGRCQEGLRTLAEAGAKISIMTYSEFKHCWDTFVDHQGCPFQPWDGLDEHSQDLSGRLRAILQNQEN
# NR3A LBD binder = binders of NR3A ligand-binding domain, primary screen, biophysical, differential scanning fluorimetry, uHTS; Tm shift relative to glycine control, % at 25 µM; NR3A LBD differential scanning fluorimetry, Tm shift; 0% = protein alone, 100% = glycine-bound protein; 340,000 tested, 2.5% active;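 active = melting temperature shift of at least 10% of the positive control shift, at one fixed dose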
# hIAP inh = human IAP inhibitors, primary screen, biochemical, luminescence, uHTS. 330,000 tested, 0.12% active. AID 2544, 2010. Intestinal-type alkaline phosphatase (Homo sapiens), P09923. inhibition, % at 10 µM. purified IAP, CDP-Star luminescence, 30 min;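 active = inhibition reaching a set limit with compound at 10 µM in the primary screen, cut at about 35% in these data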;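 also: plate controls were DMSO wells with enzyme for no effect and no-enzyme buffer wells for full effect; values of inactives mirror those of a sister screen read the other way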
# beta cell repl = inducers of MIN6 beta-cell proliferation, primary screen, ATP luminescence, uHTS | MIN6 cells proliferation, ATPlite luminescence, 48 h; cells starved in 0.2% serum; 100% = growth in 10% serum | proliferation, % at 10 µM | 330,000 tested, 0.29% active | AID 2380, 2010;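 active = compounds whose signal lies at least 3.5 SD above the mean of all wells on their plate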;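 also: 0% = DMSO-treated cells in low-serum medium and 100% = 10% serum control; some compounds called inactive have numbers as strong as hits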
# mIAP block = inhibitors of mouse IAP, primary screen, biochemical, luminescence, uHTS; intestinal alkaline phosphatase [Mus musculus]; purified mouse IAP, CDP-Star luminescence, 30 min; inhibition, % at 10 µM; 330,000 tested, 0.2% active;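 active = inhibition of at least 40% at 10 µM in the primary screen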;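 also: plate controls were DMSO with enzyme for no effect and no enzyme wells for full effect; values of inactives mirror those of a sister screen read the other way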
# Numbers without * were called inactive.
no.	Compound	hIAP act	MPTP block	APOBEC3A inh	NR3A LBD binder	beta cell repl	A3G deaminase	hIAP inh	mIAP block	mIAP act
1	COc1ccc(NC2CS(=O)(=O)CC2OC(=O)c2ccc(F)cc2)cc1 (stereo unspecified)	0.8	3.0	1	-1	2	-2	20	-7	1.1
2	CCc1ccc(/C=C2\SC(=S)N(CCC(=O)N3CCN(C)CC3)C2=O)cc1	0.91	-2.1	1	1	-3	-4	9	18	0.82
3	CN(/N=C/c1cc(Br)cc(Br)c1O)c1ccccc1	0.67	2.2	1	9	0	-3	34	-4	1
4	S=C(Nc1ccc(Cl)cc1)Nc1ccc2cn[nH]c2c1	0.93	93*	-3	26*	-3	-3	7	-22	1.2
5	Cc1ccc(CNC(=O)CN2C(C)CCCC2C)cc1 (stereo unspecified)	0.95	-0.2	10	-2	-1	-4	5	6	0.94
6	Cc1ccc(Cl)c(OCC(=O)Nc2cccnc2)c1	0.9	0.6	44*	0	-1	4	10	3	0.97
7	COc1cc(C(=O)NCc2nnc(SCC(=O)NC3CCCCC3)o2)cc(OC)c1OC	1.1	-0.5	-2	-5	0	-3	-8	4	0.96
8	COCCN(C(=S)Nc1cccc(C)c1)C(C)c1cccnc1 (stereo unspecified)	0.98	-1.4	-2	0	4	-7	2	-6	1.1
9	CCCCNC(=O)Nc1nnc(-c2ccc(OCC)cc2)o1	1.4	-1.0	-1	1	-1	-1	-38	4	0.96
10	CCN(CC)S(=O)(=O)c1cccc(C(=O)NNC(=O)C2=NN(c3ccccc3)C(=O)CC2)c1	1.5	0.0	-6	0	0	-10	-54	14	0.86
11	CCN(c1ccccc1)S(=O)(=O)c1ccc(Cl)c(NC(=O)COC(=O)c2ccc(Cl)c(N)c2)c1	1	-2.6	23	-5	-3	-8	-1	-6	1.1
12	OC(COC(c1ccc(Cl)cc1)c1ccc(Cl)cc1)CN1CCc2ccccc2C1 (stereo unspecified)	1	11	-1	-13	-6	-12	-1	0	1
13	CC(=O)COc1ccc2c(-c3ccccc3)cc(=O)oc2c1C	1.1	1.2	3	0	-2	-1	-14	-1	1
14	O=C(NNC(=O)c1cc(F)c(F)cc1Cl)c1ccc(NS(=O)(=O)c2cccs2)cc1	1.1	-0.7	-1	-1	0	-6	-6	20	0.8
15	OCCCN1CCN(CCCOc2ccccc2-c2ccccc2)CC1	1.9	1.2	2	-2	0	1	-89	1	0.99
16	CCOC(=O)c1cc(-c2ccccc2)sc1NC(=O)c1cc(OC)c(OC)c(OC)c1	0.96	3.6	-2	-5	-2	-9	4	19	0.81
17	CC(C)CCSc1nnc(N)s1	1	1.1	-1	0	0	-2	-5	-10	1.1
18	CC(=O)c1ccc2c(c1)C1C=CCC1C(c1cc3c(cc1Br)OCO3)N2 (stereo unspecified)	0.88	1.9	0	-7	-7	-8	12	-4	1
19	COc1ccccc1N1CCN(CC(=O)c2c(C)[nH]c3cc(C)ccc23)CC1	0.91	0.7	-2	-3	-3	-5	9	-18	1.2
20	CC(C)Cc1cc(C(=O)NCCCN2CCOCC2)no1	0.94	-1.1	-1	1	6	-5	6	-3	1
21	O/N=C/Cc1[nH]c2ccccc2c1-c1ccccc1	1.1	0.5	-5	-1	-3	-6	-12	2	0.98
22	Cc1ccc(C2(C)NC(=O)N(CC(=O)NNC(=O)c3ccoc3C)C2=O)cc1 (stereo unspecified)	0.99	-0.8	-1	-1	-2	-3	1	4	0.96
23	Cc1[nH]n(-c2ccccc2)c(=O)c1C(=O)c1cccc(F)c1	1	-1.6	-2	0	-2	-5	0	11	0.89
24	O=c1c2c([nH]c3ccc(Br)cc13)CCCC2	1.1	-2.5	-18	1	-1	-2	-11	4	0.96
25	COc1cccc(-c2cc(C(=O)NCC3CCCO3)c3cc(Br)cc(C)c3n2)c1 (stereo unspecified)	1.2	-0.1	2	-8	-1	0	-24	16	0.84
26	COc1ccccc1CNC(=O)CSc1n[nH]c(N)n1	1.3	-0.9	-9	-2	2	-2	-25	1	0.99
27	Cc1cccc(N2CC(c3nc4ccccc4[nH]3)CC2=O)c1 (stereo unspecified)	1.2	1.9	-5	0	0	0	-19	-2	1
28	CC(C)C12CN3CC(C(C)C)(CN(C1)C3c1ccccc1O)C2=O (stereo unspecified)	0.96	-0.1	1	-1	-1	2	4	5	0.95
29	COC(=O)C1=C(N)Oc2cc(C)n(CC3CCCO3)c(=O)c2C1c1ccc(Cl)c(Cl)c1 (stereo unspecified)	1.1	-0.9	0	-4	-4	0	-9	-1	1
30	CC1=NNC(=O)C1Cc1c(Cl)cccc1Cl (stereo unspecified)	1	1.3	-4	-2	5	-5	-1	2	0.98
31	CCOC(=O)C1=NOC(CNC(=O)C2=NOC(CNC(=O)c3c(-c4ccccc4Cl)noc3C)C2)C1 (stereo unspecified)	0.86	2.4	-5	-3	2	-11	14	4	0.96
32	O=CNCc1nc2ccccc2n1CCCc1ccccc1	0.96	0.1	-4	-1	2	-9	4	-1	1
33	COCCN(C(=O)CSCC(=O)Nc1cccc(C)c1)c1c(N)n(Cc2ccccc2)c(=O)[nH]c1=O	0.99	-1.6	-1	2	1	-6	0	0	1
34	CCN(CC)CCCNC(=O)CN1C(=O)CSc2ccc(S(=O)(=O)N3CCOCC3)cc21	0.85	2.9	-3	0	-1	-5	15	-5	1
35	COCCNC(=S)N=Nc1c(O)[nH]c2ccc([N+](=O)[O-])cc12	2.4*	1.3	-6	1	1	-3	-141	18	0.82
36	CCOC(=O)c1c(C)[nH]c(C(=O)OCC(=O)c2ccc3c(c2)NC(=O)CO3)c1C	1	0.4	-3	0	2	-8	-2	3	0.97
37	Cc1ccc(NC(=O)COC(=O)C2CC3CCCC(C2)C3=O)c([N+](=O)[O-])c1 (stereo unspecified)	0.92	0.3	1	0	1	-3	8	9	0.91
38	COc1cccc(C(=O)NCCCNC(=O)c2cccnc2)c1	1.2	-0.2	-1	-1	0	-7	-17	6	0.94
39	CCc1ccc(CNC(=O)C2CCCN(c3nnc(C)c4c(C)n(-c5ccccc5)nc34)C2)cc1 (stereo unspecified)	1.4	-3.5	3	-1	-7	-4	-37	6	0.94
40	Cc1ccc(NC(=O)C2=C(O)CCn3c2nc2ccccc23)cc1	1.3	-0.6	-3	-5	1	-6	-32	0	0.99
41	CCOc1cc(N2CCOCC2)c(OCC)cc1NC(=O)C1=COCCO1	0.92	-1.8	3	2	-2	-4	8	-1	1
42	COc1ccc(N)cc1C#N	0.99	-0.1	-4	2	2	-6	1	-10	1.1
43	CC1(C2CC2)NC(=O)N(CC(=O)N2CCN(S(=O)(=O)c3ccc(F)c(F)c3)CC2)C1=O (stereo unspecified)	0.96	-0.7	32	-2	1	2	4	2	0.98
44	NS(=O)(=O)c1ccc(CCNC(=O)c2ccccc2F)cc1	1	-1.7	0	0	2	-6	-1	5	0.95
45	Cn1c(-c2nonc2N)nc2ccccc21	0.9	-0.5	-8	2	-2	-7	10	8	0.92
46	O=C(c1cncc(Br)c1)N1CCN(c2ccc(N3CCOCC3)nn2)CC1	0.94	0.0	-2	1	0	-1	6	7	0.93
47	Cc1cc(Cl)ccc1N=C1N=C(N)c2ccccc21	1.2	2.9	-1	-2	-3	-3	-21	8	0.92
48	Cc1nc(N2CCN(C(=O)c3ccco3)CC2)c2c3c(sc2n1)CCC3	1.1	-3.5	1	0	-3	-7	-6	-2	1
49	Cc1onc(-c2ccccc2)c1C(=O)Nc1cccc(OC(C)C)c1	1	-0.9	1	2	-1	0	0	-18	1.2
50	COc1ccc(NC(=O)N2CCCC2)cc1OC	1	1.4	1	0	0	-4	-2	11	0.89

# A portion of the results above, for reference:
no.	Compound	hIAP act	MPTP block	APOBEC3A inh	NR3A LBD binder	beta cell repl	A3G deaminase	hIAP inh	mIAP block	mIAP act
31	CCOC(=O)C1=NOC(CNC(=O)C2=NOC(CNC(=O)c3c(-c4ccccc4Cl)noc3C)C2)C1 (stereo unspecified)	0.86	2.4	-5	-3	2	-11	14	4	0.96
32	O=CNCc1nc2ccccc2n1CCCc1ccccc1	0.96	0.1	-4	-1	2	-9	4	-1	1
33	COCCN(C(=O)CSCC(=O)Nc1cccc(C)c1)c1c(N)n(Cc2ccccc2)c(=O)[nH]c1=O	0.99	-1.6	-1	2	1	-6	0	0	1
34	CCN(CC)CCCNC(=O)CN1C(=O)CSc2ccc(S(=O)(=O)N3CCOCC3)cc21	0.85	2.9	-3	0	-1	-5	15	-5	1

# Random excerpt: 3 records from the list, in no set order.
no.	Compound	hIAP act	MPTP block	APOBEC3A inh	NR3A LBD binder	beta cell repl	A3G deaminase	hIAP inh	mIAP block	mIAP act
45	Cn1c(-c2nonc2N)nc2ccccc21	0.9	-0.5	-8	2	-2	-7	10	8	0.92
39	CCc1ccc(CNC(=O)C2CCCN(c3nnc(C)c4c(C)n(-c5ccccc5)nc34)C2)cc1 (stereo unspecified)	1.4	-3.5	3	-1	-7	-4	-37	6	0.94
43	CC1(C2CC2)NC(=O)N(CC(=O)N2CCN(S(=O)(=O)c3ccc(F)c(F)c3)CC2)C1=O (stereo unspecified)	0.96	-0.7	32	-2	1	2	4	2	0.98

# Additional results follow.
no.	Compound	hIAP act	MPTP block	APOBEC3A inh	NR3A LBD binder	beta cell repl	A3G deaminase	hIAP inh	mIAP block	mIAP act
51	Cc1cccc(N2CCN(C(=O)c3cc(C)oc3C)CC2C)c1 (stereo unspecified)	0.96	1.7	-8	-8	1	-9	4	2	0.98
52	CC(=O)Nc1ccc(/C=N/Nc2ccc(C(=O)c3c(C)cc4ccccn34)cc2[N+](=O)[O-])cc1	0.76	16	6	-2	-2	0	24	19	0.81
53	COc1ccc(C(=O)CSc2nc3nc(C)cc(C)n3n2)cc1OC	1.1	2.7	-4	0	-1	-11	-11	0	1
54	CCc1c(C)nc(SCC(=O)N2CCN(c3ccccc3)CC2)[nH]c1=O	1.3	2.4	-5	0	-2	-1	-26	2	0.98
55	COCCCN1C(=O)C(=O)/C(=C(/O)c2ccc(OCC(C)C)cc2)C1c1cccnc1 (stereo unspecified)	0.91	0.2	-3	0	-3	-8	9	5	0.95
56	O=C(Nc1cccc(-c2cccc(Cl)c2)c1)C1CCN(CC2CCOC2)CC1 (stereo unspecified)	4.1*	0.4	-2	-1	-7	-5	-311	-202	3*

# The order is random; overall some 5% were active at least once.
